High-throughput results from PubChem.
RNase H inhibition: RNase H inhibition, HIV 1 Gag Pol polyprotein, FRET biochemical assay, screening (AID 372); inhibition, % at 10 µM, or IC50 in µM where a hit was titrated; HIV-1 RT RNase H, FRET RNA/DNA substrate fluorescence; higher % means a stronger effect; actives 0.77% (n = 100,000); in the data active means inhibition above about 50%
* hit, by the source's call; & = joins results of further samples. The list is partial; rates above refer to the full screens.

| compound | RNase H inhibition |
| --- | --- |
| Cc1cccc(CC2S/C(=N\N=C\c3ccc(N(C)C)cc3)NC2=O)c1 (stereo not drawn) | 23% |
| COc1ccc(NCc2ccc(Cl)cc2Cl)cc1OC | 10% |
| CCC(C)c1ccc(NC(=O)c2ccc(Cl)cc2)cc1 (stereo not drawn) | 1% |
| CCCC1=C(C(=O)OCC)C(c2ccc(OC)c(OC)c2OC)C(C#N)=C(N)O1 (stereo not drawn) | 7% |
| O=C(O)c1c(F)c(F)c(N2CCOCC2)c(F)c1F | 2% |
| CCOc1cc(/C=N/NC(=O)COc2ccccc2C)cc(I)c1O | 15% |
| O=C(/C(=C\c1cccc([N+](=O)[O-])c1)c1nc2ccccc2s1)c1ccccc1 | 10% |
| O=C(O)Cn1c(SCCOc2ccccc2)nc2ccccc21 | 2% |
| CN(C)c1ccc(/C=C(\NC(=O)c2ccccc2)C(=O)Nc2ccc(Cl)cc2)cc1 | 9% |
| Cc1nc2cc(N=Cc3cccc4ccccc34)ccc2n1Cc1ccccc1 | 14% |
| Cc1cc2c(cc1C)CN(c1ccc(C=Nc3cccc(Br)c3)cc1)C2 | 10% |
| O=C(CSc1nnc(-c2ccco2)n1-c1ccccc1)Nc1ccc(F)cc1 | 1% |
| O=S(=O)(Nc1ccc2oc3c(c2c1)CCCC3)c1ccccc1 | 19% |
| O=C1NN(c2ccc(F)c(Cl)c2)C(=O)/C1=C\c1ccco1 | 4% |
| O=C(O)/C=C/c1cccc(NS(=O)(=O)c2cccs2)c1 | 7% |
| O=C(/C(=N\O)n1cncn1)c1ccc(Cl)cc1Cl | 11% |
| COC(=O)C1=C(C)NC2=C(C(=O)CC(c3ccc(OC)c(OC)c3)C2)C1c1ccccc1OCc1ccccc1 (stereo not drawn) | 0% |
| Cc1ccc2[nH]c(C)c(CN3CCOCC3)c(=O)c2c1 | 12%&9% |
| O=C1NN(c2ccc(I)cc2)C(=O)/C1=C\c1ccc(O)c(O)c1 | 11µM* |
| CC(C)(C)c1ccc(S(=O)(=O)Nc2ccccc2[N+](=O)[O-])cc1 | 0% |
| Cc1c(N/C=C/C(=O)c2ccc(Br)cc2)c(=O)n(-c2ccccc2)n1C | 1% |
| CCN(CC)S(=O)(=O)c1ccc(C(=O)N(CCC(=O)OC)c2ccccn2)cc1 | 7% |
| COc1ccccc1C1C(C(=O)/C=C/c2ccccc2)=C(O)C(=O)N1CCCCCC(=O)O (stereo not drawn) | 5% |
| O=C1CCCC2=C1C(c1cccc(O)c1)Nc1ccc3ccccc3c12 (stereo not drawn) | 11% |
| O=S(=O)(Nc1ccc(O)cc1)c1cc(Cl)ccc1Cl | 13% |
| O=C(Nc1ccccc1F)c1ccccc1F | 0% |
| O=C1CC(c2ccc(Cl)cc2)c2ccc3ccccc3c2N1 (stereo not drawn) | 23% |
| COC(=O)C1=C(C)NC2=C(C(=O)CCC2)C1c1ccc(OCc2ccc(F)cc2)c(OC)c1 (stereo not drawn) | 9% |
| O=C(CSCc1ccccc1Br)Nc1ccccc1Cl | 33% |
| CCOC(=O)c1c(NC(=S)NC(=O)c2ccccc2C)sc2c1CCCC2 | 15% |
| Nn1c(NCc2ccccc2)nc2ccccc21 | 2% |
| CCOC(=O)C1=C(O)c2ccccc2C(=O)/C1=C\c1ccc(OC)cc1 | 9% |
| COc1ccccc1NCC(=O)N/N=C/c1cc(Br)cs1 | 2% |
| O=C(Nc1ccc(F)c([N+](=O)[O-])c1)c1ccc([N+](=O)[O-])cc1 | 11% |
| O=C(O)Cn1c(O)c(/C=C2\C=Nc3ccccc32)sc1=S | 2% |
| COc1ccccc1OCCNC(=O)c1ccc(Br)cc1 | 0% |
| O=C1NN(c2ccc(I)cc2)C(=O)/C1=C\c1ccc(O)cc1O | 10% |
| CCCOC(=O)c1ccc(NC(=S)Nc2ccccc2)cc1 | 10% |
| CC1=NN(C(=O)c2ccc([N+](=O)[O-])cc2)C(O)(c2ccc(Cl)cc2)C1 (stereo not drawn) | 9% |
| CCOC(=O)C1CCCCN1Cc1cccc(Br)c1 (stereo not drawn) | 11% |
| COc1cc(NC(=O)C(=O)NCCN(C)C)c(OC)cc1Cl | 1% |
| CCOC(=O)c1c(C)oc2ccc(OC(=O)c3ccc(C)cc3)cc12 | 0% |
| CC1=C(C(=O)Nc2ccc(C)cc2)C(c2cccc3ccccc23)NC(=O)N1 (stereo not drawn) | 7% |
| Oc1ccc(N=Cc2ccc3ccccc3c2)cc1 | 32% |
| COc1ccc(C)cc1NC(=O)CN(c1cccc(Cl)c1)S(=O)(=O)c1ccc(C)cc1 | 0% |
| Clc1ccc(OCCCCCn2ccnc2)cc1 | 0% |
| CCCc1cc(=O)oc2cc(OCC(=O)C(C)(C)C)ccc12 | 1% |
| CCOC(=O)c1sc2nccc(N(C)C)c2c1N | 0% |
| CCSCCOC(=O)C1=C(C)N(C)C(=O)NC1c1ccc(Cl)c(Cl)c1 (stereo not drawn) | 21% |
| CC1=NN(c2ccc(Cl)c(Cl)c2)C(=O)/C1=C/c1ccc(Br)cc1 | 11% |

Continuation:
| compound | RNase H inhibition |
| --- | --- |
| COC(=O)C1=C(C)NC(=S)N(C(C)=O)C1c1ccc(Cl)cc1 (stereo not drawn) | 8% |
| O=C(N/N=C\c1ccc(O)cc1O)C(=O)N/N=C/c1ccc(O)cc1O | 9% |
| c1nnc(Sc2nc(N3CCOCC3)nc(N3CCOCC3)n2)n1-c1nc(N2CCOCC2)nc(N2CCOCC2)n1 | 9% |
| O=C(N1c2ccc(Cl)cc2C2(c3ccccc3)Nc3ccc(Cl)cc3C12c1ccccc1)C(F)(F)F (stereo not drawn) | 15% |
| O=C(NC(=S)Nc1cccc(NC(=O)c2ccco2)c1)c1ccc(F)cc1 | 21% |
| CCN1C(=O)/C(=C\c2cccc(OS(=O)(=O)c3ccc(C)cc3)c2)SC1=S | 27% |
| Cc1cccc(OCC(=O)NC(C)C)c1 | 3% |
| CCOc1ccc(C(=O)Nc2cc(Cl)ccc2OC)cc1OCC | 3% |
| COc1ccc(OC)c(N(CC(=O)Nc2ccc(Oc3ccccc3)cc2)S(C)(=O)=O)c1 | 2% |
| CC(/C=C/c1ccccc1)=N\NC(=O)c1ccc(F)cc1 | 3% |
| O=C1NC(=S)N(c2ccccc2F)C(=O)/C1=C/c1ccc(Sc2ccccc2)o1 | 0% |
| O=C1/C(=C/c2ccc(I)o2)SC(=S)N1c1ccc([N+](=O)[O-])cc1 | 0% |
| O=C(Nc1ccccc1C#Cc1ccccc1)c1cccnc1 | 17% |
| Cc1ccc(N2C(=O)NC(=O)/C(=C/c3ccc(N(C)C)c([N+](=O)[O-])c3)C2=O)cc1C | 11% |
| CCC(=O)NC(c1ccc([N+](=O)[O-])cc1)c1c(O)ccc2ccccc12 (stereo not drawn) | 15% |
| O=c1c(Oc2ccc(Cl)cc2Cl)c(C(F)(F)F)oc2cc(O)ccc12 | 12% |
| CCc1ccccc1NC(=O)c1nn2c(c1Cl)NC(c1ccc(C)cc1)CC2C(F)(F)F (stereo not drawn) | 9% |
| O=[N+]([O-])c1ccc(Cl)c(C=Nc2ccccc2-c2ccccc2N=Cc2cc([N+](=O)[O-])ccc2Cl)c1 | 10% |
| O=S(N1CCCCC1)C12CC3CC(CC(C3)C1)C2 (stereo not drawn) | 13% |
| Cc1cccc(NC(=O)CN(c2cccc(Cl)c2)S(C)(=O)=O)c1 | 2% |
| CCOc1cccc(N2C(=O)NC(=O)/C(=C\c3cccn3-c3ccc(N(C)C)cc3)C2=O)c1 | 30% |
| COc1cc(C(=O)Nc2cc(C)cc(C)c2)cc(OC)c1OC | 1% |
| CCc1ccccc1NC(=O)c1ccccc1C | 0% |
| COc1ccc(OC)c(N(CC(=O)N/N=C/c2cc(Br)ccc2OC)S(=O)(=O)c2ccccc2)c1 | 2% |
| Cc1cc2nc(-c3ccc(NC(=O)c4ccco4)cc3O)oc2cc1C | 19% |
| COc1cccc(CN2CCN(S(C)(=O)=O)CC2)c1 | 5% |
| Cc1ccc(-c2nc(N/N=C/c3ccc(O)cc3)c3ccccc3n2)cc1 | 44% |
| CC1=C(C(=O)OC2CCCC2)C(c2ccc(Cl)cc2)NC(=O)N1C (stereo not drawn) | 20% |
| O=C(Cc1ccc(Cl)cc1)N/N=C/c1ccco1 | 12% |
| Clc1ccccc1Cn1c2ccccc2c2nc3ccccc3nc21 | 10% |
| CCN(CC)CCCCCCOc1ccc(Cl)cc1 | 11% |
| Cc1ccccc1NC(=O)/C(C#N)=C\c1cc(C)n(-c2cccc(C)c2C)c1C | 11% |
| COC(=O)C1=C(C)N(c2ccc(C)c(C)c2)/C(=C/c2ccco2)C1=O | 13% |
| NC(=O)c1cc(Cl)ccc1NC(=O)c1ccc([N+](=O)[O-])cc1 | 0% |
| Cc1ccc(NC2CC(=O)N(c3cccc(C(F)(F)F)c3)C2=O)cc1 (stereo not drawn) | 18% |
| Cc1c(NC(=O)c2cccc(I)c2)cccc1-c1nc2ccccc2s1 | 4% |
| CCOc1ccc(-n2nc3ccc(NC(=O)CC)cc3n2)cc1 | 8% |
| O=[N+]([O-])c1cc(Cl)ccc1NCCCNS(=O)(=O)c1ccccc1 | 21% |
| CCCCOC(=O)Nc1ccc(S(=O)(=O)Nc2ccc(OC)cc2[N+](=O)[O-])cc1 | 6% |
| O=C(N/N=C/c1cc(Br)c(Br)o1)C(O)(c1ccccc1)c1ccccc1 | 5% |
| C=CCN1C(=O)/C(=C/c2cc(C)n(-c3ccc(C(=O)OC)cc3)c2C)C(=O)NC1=S | 14% |
| Cc1ccc(-c2cc(C(=O)NC(C)C)c3ccccc3n2)cc1 | 2% |
| Cc1ccc(OCC(=O)Nc2ccc3c(c2)C(=O)c2ccccc2C3=O)c(C)c1 | 11% |
| COC(=O)c1ccc2c(c1O)C(=O)c1ccccc1C2=O | 10% |
| CCSc1nc2c(c(=O)n1C1CCCCC1)C1(CCCC1)Cc1ccccc1-2 | 8% |
| CCOc1cc(/C=C2\C(=O)NC(=O)N(c3ccc(Cl)cc3)C2=O)c(Br)cc1OC | 11% |
| CSc1ccc(CN2CCN(Cc3ccco3)CC2)cc1 | 9% |
| COc1cc(S(=O)(=O)Nc2ccccc2)ccc1N=Cc1c(C)[nH]n(-c2ccc(C)cc2)c1=O | 11% |
| COc1ccc(C(=O)Nc2ccc3oc(-c4cc(Br)ccc4Cl)nc3c2)cc1[N+](=O)[O-] | 13% |
| CCCS(=O)(=O)c1c(S(=O)(=O)CCC)c2cc(-c3ccncc3)ccn2c1C(=O)c1ccc(C)cc1 | 17% |

Other entries
| compound | RNase H inhibition |
| --- | --- |
| COCC(C)NC(=O)c1cccc(Cl)c1 (stereo not drawn) | 9% |
| Cc1cc(C)cc(OCC(=O)NNC(=O)c2ccccc2)c1 | 11% |
| COc1cc([N+](=O)[O-])cc2c1NC(C(C)C)C1CC=CC21 (stereo not drawn) | 35% |
| O=C1c2ccccc2C(=O)C1(Cc1ccc(F)cc1)c1ccc(Cl)cc1 | 7% |
| Cc1sc2ncnc(Nc3ccc(Cl)cc3Cl)c2c1C | 0% |
| COc1ccc(S(=O)(=O)N2CCN(Cc3ccc4c(c3)OCO4)CC2)cc1[N+](=O)[O-] | 8% |
| Cc1cc(C(=O)Nc2ccc3ncccc3c2)ccc1[N+](=O)[O-] | 9% |
| Cc1ccccc1OCC(=O)Nc1ccc2nn(-c3ccccc3)nc2c1 | 8% |
| COCCOC(=O)c1c(C)oc2ccc(OCC(=O)c3ccccc3)cc12 | 0% |
| CCC(C)(c1ccc(C=O)s1)c1ccc(C=O)s1 | 12% |
| COc1ccc(C(C)=O)c2c(O)cccc12 | 9% |
| COc1ccc(OCC(=O)NCCNC(=O)COc2ccc(OC)cc2)cc1 | 3% |
| CCc1ccc(-c2[nH]c(=S)[nH]c(=O)c2C#N)cc1 | 0% |
| CN(C)S(=O)(=O)c1ccc(C(=O)Nc2nc(-c3ccccc3)c(-c3ccccc3)s2)cc1 | 7% |
| CCOc1cc(Br)c(Br)c(C=Nc2cc(C(C)(C)C)ccc2O)c1O | 13% |
| COc1cccc(C(=O)N2CCN(Cc3cccc([N+](=O)[O-])c3)CC2)c1 | 14% |
| CC1=NN(c2ccccc2)C(=O)C1/C=C1\NC(=S)NC1=O (stereo not drawn) | 5% |
| CCC(CC)C(=O)Nc1ccc(C)c(C)c1 | 6% |
| Oc1[nH]c2ccccc2c1C=NCc1cccc(F)c1 | 2% |
| O=C(NC(=S)Nc1ccc(Br)cn1)c1ccco1 | 6% |
| Cc1cc(=O)oc2cc(OCC(=O)C(C)(C)C)ccc12 | 1% |
| O=C(Nc1ccc(C(=O)Nc2ccc(Cl)cc2)cc1)c1ccccc1 | 2% |
| Cc1c(/C=C2/C(=O)NC(=O)N(Cc3ccco3)C2=O)c2ccccc2n1Cc1ccccc1 | 7% |
| COc1cc(OC)c(C=Nc2ccc(C)c(F)c2)cc1Br | 5% |
| CC(C)N(CC#CC(O)(c1ccccc1)c1ccccc1)C(C)C | 1% |
| CCc1c(C)c(C#N)c2nc3ccccc3n2c1N1CCN(C(c2ccccc2)c2ccccc2Cl)CC1 (stereo not drawn) | 16% |
| CCCCOc1ccc(-c2cnc(S(C)(=O)=O)nc2)cc1 | 0% |
| Cc1cc([N+](=O)[O-])ccc1N=Cc1ccc(O)cc1O | 31% |
| CC1(C)CC(=O)C2=C(C1)Nc1ccccc1N(C(=O)c1ccccc1)C2c1ccco1 (stereo not drawn) | 10% |
| CC/C(=N\OC(=O)c1cc(OC)c(OC)c(OC)c1)C(=O)c1c(C)cc(C)cc1C | 10% |
| COc1ccc(/C=C2/C(=O)NC(=O)N(c3ccccc3F)C2=O)cc1Br | 9% |
